NCI-60 one-dose screen, 48 h, at 10 µM unless noted. Numbers give growth in % (100 = growth as untreated, 0 = no growth, -100 = all killed).
HL-60(TB): HL-60(TB) leukemia cells | hit rate 9% among 78,000 | AID 1794776; active means growth percent below 10
* hit, by the source's call; & = joins results of further samples. An excerpt, so the mix of outcomes need not match the whole.

SMILES | HL-60(TB)
CCN(c1cc(-c2ccc(CN3CCN(C(=O)CCCCCCCCCCC(=O)N[C@H](C(=O)N4C[C@H](O)C[C@@H]4C(=O)NCc4ccc(-c5scnc5C)cc4)C(C)(C)C)CC3)cc2)cc(C(=O)NCc2c(C)cc(C)[nH]c2=O)c1C)C1CCOCC1 | 32.2
COC(=O)C1C(C)=Nc2c(N)ncnc2NC1c1ccc(Cl)cc1 (configuration not stated) | 105.2
CC(=O)c1c([Si](C)(C)C)c2cc(C#N)ccn2c1C(=O)c1ccc(Br)cc1 | 97.8
CN(C)CCCOc1ccc(NC2=C(Cl)C(=O)C(Nc3ccc(OCCCN(C)C)cc3)=C(Cl)C2=O)cc1 | -39.9*
COc1ccc(C2=CN3CC=CC3CC2=O)cc1 (configuration not stated) | 106.1
C/C(CC/C(C)=N/NC(N)=O)=N/NC(N)=O | 102.2
N#CCCN=Nc1c(O)[nH]c2ccc([N+](=O)[O-])cc12 | 96.6
O=C(O)C(Cc1ccc(O)cc1)N1C(=O)c2ccccc2C1=O (configuration not stated) | 93.7
COc1ccc(C2=NN(C(C)=O)C(c3ccc(Cl)cc3)C2)cc1S(N)(=O)=O (configuration not stated) | 89.6
N#C/C(=C\c1ccc(-c2ccc(F)cc2)o1)c1nc(-c2ccco2)cs1 | 98.0
COc1ccc(-c2cc(-c3ccc(Cl)cc3)c(C#N)c(=O)n2CCCCC(=O)Nc2ccccc2N)cc1 | 3.3*
COc1nc(=O)n(C2CCCO2)cc1C (configuration not stated) | 106.8
COc1ccc2cc(-c3nn(CC4CCN(C)CC4)c(N)c3C(N)=O)ccc2c1 | 87.6&98.8
Cc1ccc(C(=O)CSc2n[nH]c(-c3ccncc3)n2)cc1 | 104.6
CCN(CC)CCCC(C)NCCCNc1cccc2cccnc12 (configuration not stated) | -5.9*
C/C=C1/CN2CCC1CC2C(O)c1ccnc2ccc(OCCO)cc12 (configuration not stated) | 110.8
COC(=O)/C=C/c1cccc2c1C(=O)NC(C)(c1cc3ccccc3oc1=O)N2 (configuration not stated) | 40.0
O=C(c1ccc(O)cc1)C1[C@H](c2ccc(Cl)cc2)[C@@H](c2ccccc2)NC12C(=O)Nc1ccc(Cl)cc12 (some centres not stated) | 38.5
CCCCOC1CCS(=O)(=O)C1 (configuration not stated) | 104.8
CC(C)(C)SC(C)(C)C | 91.0
CC1(c2cc3ccccc3oc2=O)NC(=O)c2c(/C=C/C(=O)OC3CC4CCC3(C)C4(C)C)cccc2N1 (configuration not stated) | 98.3
COc1ccc(-c2n[nH]c(=O)c3c2sc2ncc(-c4ccc(C)cc4)n23)cc1 | 79.2
N=c1c(S(=O)(=O)c2ccccc2)cc2c(=O)n3ccccc3nc2n1Cc1cccnc1 | 109.0
CCCC1(C2CCCC2)NC(=O)NC1=O (configuration not stated) | 114.4&53.1
CN(C)CCc1ccc(OC(=O)c2ccc([N+](=O)[O-])cc2)cc1 | 96.1

Continued:
SMILES | HL-60(TB)
ClC1=C(Cl)[C@@]2(Cl)[C@H]3[C@H]4C[C@H]([C@@H]5O[C@H]45)[C@H]3[C@@]1(Cl)C2(Cl)Cl | 96.5
O=C1Nc2c(sc3ccc(Cl)cc23)C(c2ccccc2O)N1 (configuration not stated) | 98.5
COc1cc(Br)c(-c2nc(-c3ccccc3)c(-c3ccccc3)n2CC(C)C)cc1OC | 54.0
COc1ccc(NC(=O)Cn2cccc(NC(=O)OCc3ccccc3)c2=O)cc1 | 142.2
CC(C)N(Cc1ccccc1)CC(O)c1ccc(Cl)cc1 (configuration not stated) | 40.1
O=C(NO)c1ccc2nc(CN(CCO)c3ccccc3)[nH]c2c1 | 96.2
COCCOCn1c(NN(C)C)c(C(N)=O)c2c(N)ncnc21 | 74.0
COc1ccc(-n2nc(C)c3c(Nc4ccc(NC(=O)Nc5cccc(C(F)(F)F)c5)cc4)ncnc32)cc1 | -2.0*
CC(=O)Oc1c(C2=NN(C(C)=O)C(c3ccc(F)cc3)O2)sc2nnc(-c3ccccc3)c(-c3ccccc3)c12 (configuration not stated) | 58.8
N#Cc1ccc(NC(=O)COc2ccc(/C=C3\C(=O)Nc4cc(Cl)ccc43)cc2)cc1 | 74.3
O=C(Nc1nccnc1OCc1ccccc1)Nc1cccc2ccccc12 | 97.7
Oc1c(Br)c(Br)c(O)c(Br)c1Br | 94.3
O=c1[nH]c(=O)n(C2C[C@H](O)[C@@H](CO)O2)cc1C(F)(F)F (some centres not stated) | 85.8
CCCCCN1C=C/C(=C\C(=O)N(C)c2ccc(Cl)cc2)c2ccccc21 | 99.1
COc1ccc(-c2cc3nc(NC(C)=O)[nH]c(=O)c3s2)cc1 | 82.3
Cc1ccsc1-c1ccc2c(c1)COC2(CCCN(C)C)c1ccc(F)cc1 (configuration not stated) | 23.0
CCNC(Cc1ccccc1)c1ccccc1 (configuration not stated) | 98.1
CC(=O)Nc1nc2c(s1)C1=CC[C@H]3[C@@H]4CC[C@H](C(C)=O)[C@@]4(C)CC[C@@H]3[C@@]1(C)CC2 | 52.5
COc1c2ccoc2cc2oc(C)c(-c3cc(-c4ccc(F)cc4)c(C#N)c(=O)[nH]3)c(=O)c12 | 92.8
Cc1ccc(N(C(=O)C2CC2c2ccc(F)c(F)c2)C(C(=O)NCCN2CCOCC2)c2ccc(Cl)cc2)cc1 (configuration not stated) | 72.8
Cn1c(-c2c(N)n(Cc3ccc(C(F)(F)F)cc3)c3nc(C#N)c(C#N)nc23)nc2ccccc21 | -54.6*
O=S(=O)(Nc1nnc(-c2ccncc2)s1)c1ccccc1 | 100.4
COc1ccc(-c2cc(-c3nnc(SCC(=O)Nc4ccc(/C(C)=N\O)cc4)o3)c3ccccc3n2)cc1 | 104.4
CC[C@@H](C)[C@@H]1NC(=O)Nc2nc3ccccn3c2C1=O | 99.7
O=C(Nc1ccc(CN2CCc3nc4cc(O)c(O)cc4cc32)cc1)c1ccc(Cl)c(C(F)(F)F)c1 | 110.4

Additional records
SMILES | HL-60(TB)
C/C=C(/C)C(=O)O[C@@H]1[C@H](OC(C)=O)[C@@]2(CO)C(CC1(C)C)C1=CCC3[C@@]4(C)CC[C@H](O[C@@H]5O[C@H](C(=O)O)[C@@H](O[C@@H]6O[C@H](CO)[C@@H](O)[C@H](O)[C@H]6O)[C@H](O)[C@H]5O[C@@H]5O[C@H](CO)[C@@H](O)[C@H](O)[C@H]5O)[C@](C)(CO)C4CC[C@@]3(C)[C@]1(C)C[C@H]2O (some centres not stated) | 103.0
CCCCCCCCC(C)NCCO (configuration not stated) | 109.9
O=C(O)C(O)c1cccc2ccccc12 (configuration not stated) | 92.6
CCOC(=O)c1[nH]cc(-c2ccc(OC)cc2)c1-c1ccc(O)cc1 | 91.7
CCOC(=O)/C(=C/c1cccc(OC)c1)N(CC)CC | 102.2
Cc1cccc2c1C(Br)=C1CCCN3C(=O)c4ccccc4C123 (configuration not stated) | 63.0
COc1cc2c(cc1OC)C1CCc3cc4c(cc3C1N=C2)OCO4 (configuration not stated) | 80.7
COc1ccc(C(O)S(=O)(=O)O)cc1 (configuration not stated) | 74.8
CCCCCCCCN(CCCCCCCC)CCCCCCCCCN1CCCc2ccccc21 | 110.2
O=C1[C@H](CCC(O)c2ccc(F)cc2)[C@@H](c2ccc(O)cc2)N1c1ccc(F)cc1 (some centres not stated) | 87.6
COc1ccc(-c2nn(-c3ccc(NC(=O)c4ccc(Cl)c(C(F)(F)F)c4)cc3)cc2-c2ccncc2)cc1Cl | 2.9*
CCCC(=O)NC(c1ccc2c(c1)OCO2)c1cc(Cl)c2cccnc2c1O (configuration not stated) | -19.5*
CC1(C)CC(=O)C(CSC(=O)c2ccccc2)C(=O)C1 | 76.9
CC[N+]([O-])(CC)CCNc1ccc(CO)c2sc3ccccc3c(=O)c12 | 102.9
Cc1cnc(CSc2nc(-c3ccccc3)cn2-c2ccc(Cl)cc2)c(C)c1 | 99.4
CCC(O)c1cnc(OCc2ccccc2)nc1OCc1ccccc1 (configuration not stated) | 99.1
COc1c(O)c(O)cc2c3c(oc12)CC(c1ccc(N(C)C)cc1)CC3=O (configuration not stated) | 91.2
Cc1nc(-[n+]2nc(-c3ccccc3)nn2-c2ccccc2)sc1C | 68.7
COc1ccc(-c2nc(-c3c[nH]c4ccccc34)cs2)cc1 | 45.4
COC1C(O)CC(OC2CC(OC3CC(O[C@@H]4C(=O)c5c(cc6cc(OC7CC(OC8CC(O)C(O)C(C)O8)C(O)C(C)O7)c(C)c(O)c6c5O)CC4[C@H](OC)C(=O)O)OC(C)C3O)OC(C)C2O)OC1C (some centres not stated) | 60.5
COc1ccc2c(c1)N(CC(C)CN(C)C)c1ccccc1S2 (configuration not stated) | 83.0
CCCCCCCCCCOc1ccc(C(=O)Oc2ccc(CSP3(=O)OCC4OC(n5cnc6c(N)ncnc65)C(F)C4OP(=O)(SCc4ccc(OC(=O)c5ccc(OCCCCCCCCCC)cc5)cc4)OCC4OC(n5ccc(=O)[nH]c5=O)C(F)C4O3)cc2)cc1 (configuration not stated) | 84.2
CC[C@H](/C=C/[C@@H](C)[C@H]1CC[C@@H]2[C@]1(C)CC[C@H]1[C@]23C=C[C@]2(C[C@@H](O)CC[C@]12C)OO3)C(C)C | 92.0
COc1cccc(-c2cc(-c3ccc(OC)c(S(N)(=O)=O)c3)[nH]c(=O)c2C#N)c1 | 93.9
CC(=O)Oc1ccc(Cl)cc1 | 98.4

The listing continues.
SMILES | HL-60(TB)
Cn1c(=O)c2[nH]c(Cc3cccc4ccccc34)nc2n(C)c1=O | 109.5
COc1cccc(C2CC(=O)N(c3ccc(F)cc3)C3=C2C(=O)OC3)c1 (configuration not stated) | 96.8
CCCOC(=O)Nc1cc(C)c(NC(=O)CN(CC)CC)c(C)c1 | 109.8
S=c1[nH]nc(-c2ccc(-n3nc(-c4ccccc4)c4ccccc43)cc2)s1 | 103.3
NS(=O)(=O)c1cccc(N2C(=O)c3c(Cl)c(Cl)c(Cl)c(Cl)c3C2=O)c1 | 107.5
CC[P+](CC)(CC)c1ccccc1 | 95.0
CC(=O)C1=CC[C@H]2[C@@H]3CCC4=CC(=O)CC[C@]4(C)[C@H]3C(=O)C[C@]12C | 84.1
CC(Nc1ccccc1)C(=O)N1CC1 (configuration not stated) | 93.0
c1cncc(-c2nnc(-c3ccncc3)o2)c1 | 105.9
Cc1ccc(S(=O)(=O)C/C(=N/Nc2ccc(S(N)(=O)=O)cc2)c2cc3cc(Br)ccc3oc2=O)cc1 | 126.5
N#CCCN(CCc1ccccc1)C(=O)C(Cl)Cl | 104.3
CCC(O)CC(CC)CO (configuration not stated) | 94.2
COc1cc(Nc2c(C#N)cnn3cc(-c4cnn(CC(C)(C)O)c4)cc23)ccc1Cl | 47.8
CNc1nc(Cl)nc2c1ncn2-c1ccccc1 | 92.1
CCOP(=O)(NCc1ccco1)OCC | 104.8
C#Cc1cccc(Nc2nc3ccc([N+](=O)[O-])cc3nc2Nc2cccc(C#C)c2)c1 | -33.9*
Cc1nc2cc(Nc3nc(Nc4ccc(F)cc4)nc(N4CCN(C)CC4)n3)ccc2n1Cc1ccccc1 | -56.9*
COc1ccc(Nc2ncccc2C(=O)NCc2cn(Cc3cccc(Oc4ccccc4)c3)nn2)c(OC)c1 | 18.9
Nc1c(C(=O)c2ccc(Cl)cc2)sc2nc(-c3cnccn3)cc(-c3cccs3)c12 | 107.4
Cc1nnc(-c2ccc3c(c2)nc(/C=C/c2ccccc2)n3C2CCCCC2)o1 | 65.3
ClC1=C(Cl)C2(Cl)C3C(Cl)C=CC3C1(Cl)C2(Cl)Cl (configuration not stated) | 90.4
COc1ccc(-c2cc(-c3nc4ccc(F)cc4[nH]3)[nH]n2)cc1 | 37.1
CN(Cc1cc(Br)cc(Br)c1N)C1CCCCC1 | 109.8
Nc1nc(NS(=O)(=O)c2ccc(Cl)cc2)ncc1-c1nc2ccccc2[nH]1 | 101.0
O=C(NCc1ccccc1)C1CNCC(C(=O)NCc2ccccc2)C1 (configuration not stated) | 96.9

Screens: PubChem BioAssay, NCI
